# Source: PubChem BioAssay
# FBW7 act = activators of human E3 ligase FBW7. Q969H0. AID 1259310. normalized activity (activation), % at 26.1 µM. AlphaScreen FBW7–phospho-cyclin E peptide binding, activator screen. 650,000 compounds, 0.13% hits; in the data active = normalized activity above about 1.9%;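 note: purified mutant Fbw7 with reduced substrate affinity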
# Target sequence (Q969H0 whole entry, looked up): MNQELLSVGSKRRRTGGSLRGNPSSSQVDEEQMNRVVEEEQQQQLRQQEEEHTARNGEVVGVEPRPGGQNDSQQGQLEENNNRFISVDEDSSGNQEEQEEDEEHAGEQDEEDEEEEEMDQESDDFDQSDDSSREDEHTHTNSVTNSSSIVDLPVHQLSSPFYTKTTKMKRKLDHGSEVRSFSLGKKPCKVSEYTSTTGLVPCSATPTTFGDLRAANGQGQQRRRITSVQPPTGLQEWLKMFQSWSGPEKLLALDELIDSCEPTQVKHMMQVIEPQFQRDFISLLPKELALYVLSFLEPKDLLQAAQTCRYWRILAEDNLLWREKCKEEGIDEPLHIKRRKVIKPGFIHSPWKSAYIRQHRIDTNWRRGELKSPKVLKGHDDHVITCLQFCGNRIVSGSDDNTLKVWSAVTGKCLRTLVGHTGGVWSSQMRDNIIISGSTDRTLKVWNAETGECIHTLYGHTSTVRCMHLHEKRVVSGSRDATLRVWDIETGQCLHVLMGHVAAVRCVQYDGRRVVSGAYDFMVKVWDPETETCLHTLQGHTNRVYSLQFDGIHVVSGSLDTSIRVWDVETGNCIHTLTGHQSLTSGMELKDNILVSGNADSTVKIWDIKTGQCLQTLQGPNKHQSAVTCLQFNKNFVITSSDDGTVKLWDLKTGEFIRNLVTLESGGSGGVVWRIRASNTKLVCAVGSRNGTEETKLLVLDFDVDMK
# GPR151 ag = human GPR151 activation; 650,000 compounds, 1% hits; PathHunter beta-arrestin GPR151 cells, luminescence; activation, % at 11.2 µM; Q8TDV0; in the data active = activation above about 4.9%;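 note: 0% = median of compound wells and 100% = cells with positive control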
# MITF inh = blocks human microphthalmia-associated transcription factor; inhibition, % at 2.6 µM; 650,000 compounds, 0.91% hits; AlphaScreen MITF homodimerization, bead proximity signal; in the data active = inhibition above about 50%;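 note: 0% = vehicle wells with protein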
# TEAD-YAP block = TEAD-YAP interaction inhibition | AID 1259422 | HEK-TIYL cells, TEAD-Gal4/YAP UAS-luciferase luminescence | inhibition, % at 9.12 µM | 640,000 compounds, 1.4% hits; in the data active = inhibition above about 32%;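 note: 0% = median of test compound wells and 100% = reference inhibitor wells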
# Numbers without * were called inactive; / = not tested or not shown. This is a random part of the collection; overall some 3.5% were active at least once.
entry	mol	FBW7 act	GPR151 ag
1	Cc1ccc2nc(-c3ccc(N4C(=O)CC(N5CCCCCC5)C4=O)cc3)sc2c1 (stereo unspecified)	0.1	-0.8
2	COc1ccccc1C(=O)Nc1ccc2c(c1)OCCO2	-0.2	-3.7
3	Cn1c(=O)[nH]c(=O)c2c1nc(N1CCCCCC1)n2CC(N)=O	0.0	2.2
4	COc1ccc(CC(=O)NCC(=O)N/N=C/c2ccco2)cc1	0.1	-2.2
5	O=C(Nc1ccc(Br)cc1)c1ccc([N+](=O)[O-])cc1[N+](=O)[O-]	0.1	-0.5
6	Cc1[nH]c(=O)[nH]c(=O)c1S(=O)(=O)Nc1ccccc1Br	0.2	-0.6
7	Cc1ccc(-c2nnc(-c3ccc(F)cc3)o2)cc1	0.0	-0.6
8	COc1ccc(COC(=O)c2cccc(S(=O)(=O)NCc3ccccc3)c2)cc1F	-0.1	0.8
9	NS(=O)(=O)c1ccc(NC(=O)COC(=O)CN2C(=O)CCC2=O)cc1	-0.5	-0.6
10	CN(CC(=O)NC1CCCCC1)S(=O)(=O)c1cc2c(cc1Cl)NC(=O)CO2	-0.1	0.6
11	COc1ccccc1CNCc1c(C(=O)O)n(Cc2cc(C)ccc2C)c2ccccc12	-0.1	-0.9
12	COc1ccccc1OCC(=O)NCCCc1ccccc1	0.3	-1.6

entry	MITF inh	TEAD-YAP block
1	10	-11
2	-4	-34
3	-5	-2
4	2	15
5	17	-15
6	2	4
7	2	-57
8	-3	45*
9	-1	-1
10	5	8
11	-6	2
12	-20	-17

# Along the list, from the results shown.
# TEAD-YAP block for nos. 4–7 → 15, -15, 4, -57

# Other results follow:
entry	mol	FBW7 act	GPR151 ag
13	Cc1ccccc1N1OC2C(=O)N(c3sc4c(c3C#N)CCCC4)C(=O)C2C1c1ccco1 (stereo unspecified)	-0.1	0.0
14	c1ccc(CN=C2NN=C(c3ccccc3)CS2)cc1	-0.1	0.8
15	CC1CN(c2ncnc3sc4c(c23)CCCC4)CC(C)O1 (stereo unspecified)	-0.1	-0.4
16	Cc1cc(NC(=O)CN(C)S(=O)(=O)c2cccc3nsnc23)no1	0.1	-0.8
17	CC(C)(C)C(C)(O)C#CC(C)(O)C(C)(C)C (stereo unspecified)	0.1	-1.6
18	COc1ccc(C2=C/C(=C3/c4ccccc4-c4ncccc43)C(=O)O2)c(OC)c1	0.0	1.0
19	COc1cccc(C(=O)NCC(c2cccnc2)N2CCOCC2)c1 (stereo unspecified)	0.7	-0.8
20	O=C(NCCN1CCCCCC1)c1csc2c1CCCC2	0.0	1.2
21	O=P(c1ccccc1)(c1ccccc1)C(O)C(O)CO (stereo unspecified)	0.0	-0.8
22	O=C(N/N=C/c1ccc(O)c(O)c1O)c1cccnc1	-0.7	-1.1
23	Cc1ccc(S(=O)(=O)N(C)CC(=O)O/N=C(\N)c2cccnc2)cc1	0.0	1.2
24	CC(C)c1ccc(NC(=O)CCNc2c(N3CCCC3)c(=O)c2=O)cc1	-0.1	-1.9

entry	MITF inh	TEAD-YAP block
13	4	4
14	5	-27
15	-3	4
16	-5	-6
17	8	0
18	5	4
19	3	1
20	-39	-2
21	2	1
22	79*	4
23	9	5
24	-9	6

# Further compounds
entry	mol	FBW7 act	GPR151 ag
25	Cn1c(Cn2cnc([N+](=O)[O-])n2)nnc1SCC(=O)Nc1ccc(F)cc1	0.0	0.4
26	N=C1S/C(=C\c2cc([N+](=O)[O-])c(N3CCOCC3)cc2N2CCOCC2)C(=O)N1c1ccc(F)cc1	0.0	0.0
27	CC(=O)Nc1ccc(Nc2ncnc3c2nc(-c2cccc(C(C)=O)c2)n3C(C)C)cc1	-0.1	-0.6
28	COc1ccc(-c2cc(C(F)(F)F)n3nc(C(=O)Nc4ccc5c(c4)OCO5)c(Cl)c3n2)cc1	0.1	1.2
29	Cn1c(=O)c2c(nc(CO)n2C)n(C)c1=O	0.0	-0.8
30	O=C(c1cccc(OCc2ccccc2)c1)N1CCOCC1	0.0	-0.6
31	COc1ccc(OC(C)C(=O)Nc2ccc(Cl)c(Cl)c2)cc1 (stereo unspecified)	1.4	2.0
32	CCOC(=O)C1CCN(C(=O)COc2ccc(C)cc2Br)CC1	-0.2	0.7
33	O=C1NCCCC[C@@H]1NCc1cc2ccc(F)cc2nc1-c1ccsc1	0.0	0.8
34	O=C(C1CCC(Cn2c(=O)c3sccc3n(Cc3ccc(F)cc3)c2=O)CC1)N1CCCCCC1 (stereo unspecified)	-0.1	1.0
35	CCOC(=O)n1ccc(C(=O)Nc2ccccc2F)n1	0.0	-1.2
36	CCOC(=O)C1=C(C)NC(=S)NC1c1ccc(C(=O)O)cc1 (stereo unspecified)	0.4	-0.3

entry	MITF inh	TEAD-YAP block
25	-2	7
26	-10	-9
27	0	-2
28	8	-7
29	5	9
30	-14	-11
31	20	9
32	2	3
33	8	-5
34	-17	-3
35	17	-18
36	-10	-2

# From compound 24 up to 29, copied from above:
entry	mol	FBW7 act	GPR151 ag
24	CC(C)c1ccc(NC(=O)CCNc2c(N3CCCC3)c(=O)c2=O)cc1	-0.1	-1.9
25	Cn1c(Cn2cnc([N+](=O)[O-])n2)nnc1SCC(=O)Nc1ccc(F)cc1	0.0	0.4
26	N=C1S/C(=C\c2cc([N+](=O)[O-])c(N3CCOCC3)cc2N2CCOCC2)C(=O)N1c1ccc(F)cc1	0.0	0.0
27	CC(=O)Nc1ccc(Nc2ncnc3c2nc(-c2cccc(C(C)=O)c2)n3C(C)C)cc1	-0.1	-0.6
28	COc1ccc(-c2cc(C(F)(F)F)n3nc(C(=O)Nc4ccc5c(c4)OCO5)c(Cl)c3n2)cc1	0.1	1.2
29	Cn1c(=O)c2c(nc(CO)n2C)n(C)c1=O	0.0	-0.8

entry	MITF inh	TEAD-YAP block
24	-9	6
25	-2	7
26	-10	-9
27	0	-2
28	8	-7
29	5	9

# (listing goes on)
entry	mol	FBW7 act	GPR151 ag
37	CCN1C(=O)CC(c2ccc(OC)c(OC)c2)Sc2ccccc21 (stereo unspecified)	0.2	-0.9
38	C=CCNS(=O)(=O)c1cccc(C(C)=O)c1	0.1	1.2
39	CC(NC(=O)CSc1ccncc1)c1nc2cccnc2n1C(C)C (stereo unspecified)	0.7	0.7
40	Cc1ccc2c(NC(=O)Cn3cnc4ccccc43)cccc2n1	-0.3	0.5
41	COc1ccccc1NC(C)C(=O)N/N=C/c1cc(Br)ccc1O (stereo unspecified)	-0.4	-1.0
42	COC(=O)N/N=C/c1cc(Br)c(O)c(Br)c1	-0.1	-5.5
43	CC1(C)CC(=O)C2=C(C1)OC(N)=C(C#N)C21C(=O)Nc2ccc(F)cc21 (stereo unspecified)	0.1	1.4
44	CCCCc1nc2c(c3c1C[C@H](C)OC3)CN(C(=O)Cc1cccs1)CC2	0.0	1.3
45	Cc1[nH]c2ccccc2c1N=Nc1cccnc1	-0.1	1.4
46	Cc1coc2c1c(C)cc1oc(=O)c(CC(=O)O)c(C)c12	0.1	0.8
47	CCOC(=O)c1ccc(NC(=O)C(CCSC)NS(=O)(=O)c2cccs2)cc1 (stereo unspecified)	0.0	0.3
48	COc1ccc(C2CC(=O)C3=C(C2)OC(N)=C(C#N)C3c2ccc([N+](=O)[O-])cc2)cc1OC (stereo unspecified)	0.2	2.8

entry	MITF inh	TEAD-YAP block
37	0	-1
38	14	-1
39	28	3
40	7	7
41	-2	20
42	-6	-15
43	0	11
44	-22	/
45	-3	-15
46	-1	4
47	-6	-9
48	4	-4

# Additional entries.
entry	mol	FBW7 act	GPR151 ag
49	COc1cccc(C(=O)Nc2ccc(NC(=O)c3ccccc3)nc2)c1	0.3	-0.4
50	Cc1ccc(NC(=O)COC(=O)c2ccc3c(c2)S(=O)(=O)c2ccccc2C3=O)c(C)c1	-0.1	0.6
51	COCCNC(=O)c1cnn2c1NC(c1ccc(OC)c(OC)c1)CC2C(F)(F)F (stereo unspecified)	0.2	1.9
52	OCC1(CCOc2ccccc2)CCN(C2CCN(Cc3ccccc3)C2)CC1 (stereo unspecified)	0.1	0.5
53	Cc1cccc(NC(=O)Cn2c(=O)n(Cc3ccco3)c(=O)c3ccccc32)c1	-0.1	1.9
54	Cc1ccc(-n2c(/C=C\c3cccc(C(F)(F)F)c3)nc3ccccc3c2=O)c(C)c1	0.0	1.7
55	O=C(NC(=S)c1cccc2ccccc12)N1CCOCC1	0.9	0.1
56	Cc1cccc(NC(=O)C(Cc2c[nH]c3ccccc23)NC(=O)OCc2ccccc2)c1 (stereo unspecified)	-0.1	0.6
57	COc1cc(CN2CCN(Cc3ccccc3Br)CC2)c([N+](=O)[O-])cc1OC	0.6	0.6
58	O=C(CCCN1CCCC1=O)Nc1ccc(-c2cn3c4c(nnc3n2)CCCC4)cc1	-0.1	-0.6
59	O=C(CSc1nc2ccsc2c(=O)n1-c1ccccc1)NCc1ccccc1	-0.2	-0.2
60	CC(C)(C)C#C/C=N/n1nnc(-c2ccccc2)n1	-0.1	5.8*

entry	MITF inh	TEAD-YAP block
49	11	7
50	-2	4
51	-15	-11
52	6	1
53	6	15
54	1	1
55	-3	-4
56	18	13
57	71*	-3
58	15	-32
59	3	-1
60	8	-3

# (list continues)
entry	mol	FBW7 act	GPR151 ag
61	CC(=O)N1CCc2cc(Br)cc(S(=O)(=O)Nc3ccc(C)cc3)c21	-0.2	1.5
62	Cc1ccc(Oc2ccc(NC(=O)C3CCCCC3C(=O)O)cc2)cc1 (stereo unspecified)	0.1	-0.8
63	C=CCC(NCc1ccco1)c1ccc(OC)cc1OC (stereo unspecified)	-0.4	2.1
64	COCc1c(C(=O)NN=C2CCCCCC2)nnn1-c1nonc1N	1.3	-0.8
65	CC(Nc1cc(N2CCN(S(=O)(=O)Cc3ccccc3)CC2)ccc1[N+](=O)[O-])c1ccccc1 (stereo unspecified)	-0.2	-0.9
66	Cn1c(=O)cc(N2CCCCCC2)[nH]c1=O	-0.2	-0.2
67	CCCNc1nc(-c2cccc(N)c2)nc2nc[nH]c12	0.0	0.2
68	COCCn1c(SCc2cccc(C)c2)nnc1-c1cn(C)nc1OC	0.0	2.0
69	Cc1oc2ccc(NS(=O)(=O)c3ccc(F)cc3)cc2c1C(=O)OCc1ccccc1	0.0	-1.4
70	O=C(NNC(=O)C12CC3CC(CC(C3)C1)C2)c1ccncc1	-0.1	0.9
71	Cc1[nH]c2ccccc2c1C(=O)C(=O)N1CCN(c2cccc(Cl)c2)CC1	0.1	0.0
72	COc1cccc(-c2cc(C(=O)O)c3c(-c4ccccc4)[nH]nc3n2)c1O	-0.1	-0.4

entry	MITF inh	TEAD-YAP block
61	6	-1
62	5	0
63	-16	-9
64	14	4
65	-18	-5
66	-12	-6
67	9	9
68	-4	4
69	-5	-16
70	0	-4
71	13	7
72	-12	1

# More results
entry	mol	FBW7 act	GPR151 ag
73	CC(=O)Nc1ccc(S(=O)(=O)Oc2ccc(Cl)c3cccnc23)cc1	0.0	0.9
74	COc1cc(C=O)cc(Cl)c1OC(=O)Cc1ccc(F)cc1	-0.1	-1.0
75	CN(C)CCCN1C(=O)CCn2c(-c3ccccc3)c(-c3ccccc3)c3cccc1c32	-0.2	1.1
76	Cc1ncn(-c2ccc(Nc3ncc4cccc(-n5cncn5)c4n3)cc2)n1	-0.2	0.2
77	CC1=C(C(=O)N2CCCCC2)C(c2cc(Br)ccc2F)C2=C(CC(C)(C)CC2=O)N1 (stereo unspecified)	-0.1	0.7
78	Cc1ccc(NC(=O)C2(c3cccs3)CCOCC2)nc1	0.3	0.9
79	COc1cccc2c(=O)cc(C)n(Cc3ccccc3)c12	-0.1	1.8
80	O=C(Nc1ccc(NC(=O)c2ccc(Cl)c([N+](=O)[O-])c2)cc1)c1ccccc1	-0.1	1.4
81	COCC(=O)Nc1ccc(Cl)cc1Cl	0.6	0.4
82	CCC(C(=O)Nc1ccccc1C(=O)OC)n1nc(C)c2sc3ccccc3c2c1=O (stereo unspecified)	-0.2	0.4
83	COc1ccc(-c2csc(Nc3ccc(O)cc3)n2)cc1OC	0.4	1.5
84	Cc1noc(C)c1S(=O)(=O)N1CCC(C(=O)Nc2ccc(Br)cc2)CC1	1.0	-1.1

entry	MITF inh	TEAD-YAP block
73	-2	1
74	-3	5
75	10	-4
76	6	-1
77	-10	-1
78	-12	-2
79	5	8
80	13	5
81	7	-4
82	2	-4
83	14	-8
84	17	0

# Further entries
entry	mol	FBW7 act	GPR151 ag
85	CC(=O)OCC(=O)Nc1cc(Cl)ccc1C#N	0.0	-0.8
86	COc1ccc(-c2cncc(-c3cc(N4CCN(CCO)CC4)nc(C)n3)c2)cc1	-0.2	7.1*
87	COc1cccc(/C=N/Nc2cccc3cccnc23)c1	-0.3	-4.1
88	Cc1c(C(=O)N2CCC(C)CC2)sc2ncn(CC(=O)Nc3cccc(C(F)(F)F)c3)c(=O)c12	-0.2	0.9
89	N#Cc1ccc(Oc2ccc(N3C(=O)c4ccc([N+](=O)[O-])cc4C3=O)cc2)cc1	0.1	0.3
90	Cc1ccc(NC(=O)c2cc(S(=O)(=O)N3CCc4ccccc4C3)ccc2F)cc1Cl	0.0	-1.3
91	O=C(COc1ccccc1F)Nc1cccc(NC(=O)COc2ccccc2F)n1	-0.2	-2.7
92	CCNc1cc(N(C)CCO)c2noc3c2c1C(=O)c1ccccc1-3	-1.4	1.2

entry	MITF inh	TEAD-YAP block
85	13	10
86	2	6
87	15	44*
88	22	4
89	-8	7
90	-3	-6
91	0	-28
92	27	-14
